FXIa inh 1536 = inhibitors of human coagulation factor XIa | P03951 | AID 798 | purified FXIa, Boc-Glu-Ala-Arg-AMC fluorogenic substrate | 220,000 tested, 0.14% active | inhibition, % at 5 µM;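 active = inhibition of at least 40%; inactive = inhibition below 40%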;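 note: fluorescence of freed AMC excited at 355 nm; 0% = enzyme without compound and 100% = no enzyme blank; many of its hits are not listed in these tables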
Mdm2 ligase inh = inhibitors of human Mdm2 E3 ubiquitin ligase | Q00987 | cell-based MDM2 ubiquitination luciferase reporter, 2 h; 0 = plate control, 100 = twice control, blank-subtracted | signal enhancement, % at 5 µM | 210,000 tested, 0.11% active;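 active = signal enhancement of 30% or more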;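 note: luminescence tracks abundance of the self-degrading MDM2-luciferase fusion protein; higher signal means inhibition of MDM2 E3 ligase activity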
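system = mammalian cells stably expressing self-ubiquitinating, self-degrading MDM2 E3–luciferase fusion | quantity = 2000 cells per well seeded | incubation = 4 h cell settling then 2 h compound exposure, 37 °C | signal = SteadyLite luminescence, 15 min reagent step | benchmarks = plate control and blank wells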
Rad51 HR inh = blocks human Rad51 in homologous recombination | inhibition, % at 10 µM | 200,000 tested, 0.085% active | Q06609 | hRad51 DNA strand exchange, fluorescence dequenching;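 active = inhibition above 40% at the single screening dose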;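 note: 0% = DMSO control wells and 100% = blanks with heterologous ssDNA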
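Test system: preformed human Rad51 ssDNA filaments; also added: Donor/quencher-labelled 47-bp dsDNA substrate; doses: 10 µM final, single point; times: 37 °C 15-min filament assembly, 30-min compound preincubation, 15-min exchange; detection: FRET fluorescence dequenching, excitation 485 nm, emission 520 nm; read-out basis: Fluorescence-based percent inhibition, control- and blank-normalised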
hK5 inh = blocks human kallikrein 5 protease activity. Q9Y337. recombinant hK5, fluorogenic AMC substrate cleavage. inhibition, % at 5 µM. 210,000 tested, 0.59% active. AID 873;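 active = inhibition of 40% or more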;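 note: 0% = enzyme controls without compound and 100% = no-enzyme blanks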
Wee1 stabilizer = human Wee1 degradation inhibition, primary screen | reporter increase, % at 5 µM | HeLa Luc-Wee1K328M stability, luciferase luminescence; 100% = proteasome inhibitor MG132 effect | 220,000 tested, 1.2% active | AID 1321 | P30291;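 active = activation above the mean of all tested compounds plus 3 SD, set per screening run, cut at about 8.8% in these data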;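 note: cells exposed to compound for 20 h before luminescence read; 0% = DMSO alone and 100% = MG132 at 30 µM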
FXIIa inh = factor XIIa (human) inhibition; P00748; purified FXIIa, Boc-QGR-AMC fluorogenic substrate, 2 h; inhibition, % at 5 µM; 220,000 tested, 0.3% active; AID 800; in the data active = inhibition above about 40%;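 note: 0% = enzyme with no compound and 100% = blank without enzyme; many of its hits are not listed in these tables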
p97 ATPase inh = inhibitors of human p97 ATPase; P55072; AID 1481; inhibition, % at 8 µM; 220,000 tested, 0.42% active; recombinant p97 ATPase, Kinase-Glo ATP luminescence, 3 h; in the data active = inhibition above about 15%;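 note: 0% = DMSO vehicle and 100% = wells lacking enzyme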
eIF4E 4G PPI = eIF4E/eIF4G interaction inhibition in translation initiation. P63073+Q04637. TR-FRET eIF4E-eIF4GI(517-606) binding, 2 h. inhibition, % at 21.7 µM. 220,000 tested, 0.37% active. AID 782;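 active = inhibition above about 30%, limit read from the data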;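 note: 0% = full FRET control wells and 100% = background wells lacking eIF4GI fragment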
Target sequence (P63073 whole entry, looked up, the tested form may be a part): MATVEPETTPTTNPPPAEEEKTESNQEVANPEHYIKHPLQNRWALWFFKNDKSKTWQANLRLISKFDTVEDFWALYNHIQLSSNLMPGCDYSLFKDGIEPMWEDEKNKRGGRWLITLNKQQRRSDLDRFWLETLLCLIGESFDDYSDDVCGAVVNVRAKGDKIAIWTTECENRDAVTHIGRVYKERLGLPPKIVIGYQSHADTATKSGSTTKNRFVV
Target sequence (Q04637 whole entry, looked up, the tested form may be a part): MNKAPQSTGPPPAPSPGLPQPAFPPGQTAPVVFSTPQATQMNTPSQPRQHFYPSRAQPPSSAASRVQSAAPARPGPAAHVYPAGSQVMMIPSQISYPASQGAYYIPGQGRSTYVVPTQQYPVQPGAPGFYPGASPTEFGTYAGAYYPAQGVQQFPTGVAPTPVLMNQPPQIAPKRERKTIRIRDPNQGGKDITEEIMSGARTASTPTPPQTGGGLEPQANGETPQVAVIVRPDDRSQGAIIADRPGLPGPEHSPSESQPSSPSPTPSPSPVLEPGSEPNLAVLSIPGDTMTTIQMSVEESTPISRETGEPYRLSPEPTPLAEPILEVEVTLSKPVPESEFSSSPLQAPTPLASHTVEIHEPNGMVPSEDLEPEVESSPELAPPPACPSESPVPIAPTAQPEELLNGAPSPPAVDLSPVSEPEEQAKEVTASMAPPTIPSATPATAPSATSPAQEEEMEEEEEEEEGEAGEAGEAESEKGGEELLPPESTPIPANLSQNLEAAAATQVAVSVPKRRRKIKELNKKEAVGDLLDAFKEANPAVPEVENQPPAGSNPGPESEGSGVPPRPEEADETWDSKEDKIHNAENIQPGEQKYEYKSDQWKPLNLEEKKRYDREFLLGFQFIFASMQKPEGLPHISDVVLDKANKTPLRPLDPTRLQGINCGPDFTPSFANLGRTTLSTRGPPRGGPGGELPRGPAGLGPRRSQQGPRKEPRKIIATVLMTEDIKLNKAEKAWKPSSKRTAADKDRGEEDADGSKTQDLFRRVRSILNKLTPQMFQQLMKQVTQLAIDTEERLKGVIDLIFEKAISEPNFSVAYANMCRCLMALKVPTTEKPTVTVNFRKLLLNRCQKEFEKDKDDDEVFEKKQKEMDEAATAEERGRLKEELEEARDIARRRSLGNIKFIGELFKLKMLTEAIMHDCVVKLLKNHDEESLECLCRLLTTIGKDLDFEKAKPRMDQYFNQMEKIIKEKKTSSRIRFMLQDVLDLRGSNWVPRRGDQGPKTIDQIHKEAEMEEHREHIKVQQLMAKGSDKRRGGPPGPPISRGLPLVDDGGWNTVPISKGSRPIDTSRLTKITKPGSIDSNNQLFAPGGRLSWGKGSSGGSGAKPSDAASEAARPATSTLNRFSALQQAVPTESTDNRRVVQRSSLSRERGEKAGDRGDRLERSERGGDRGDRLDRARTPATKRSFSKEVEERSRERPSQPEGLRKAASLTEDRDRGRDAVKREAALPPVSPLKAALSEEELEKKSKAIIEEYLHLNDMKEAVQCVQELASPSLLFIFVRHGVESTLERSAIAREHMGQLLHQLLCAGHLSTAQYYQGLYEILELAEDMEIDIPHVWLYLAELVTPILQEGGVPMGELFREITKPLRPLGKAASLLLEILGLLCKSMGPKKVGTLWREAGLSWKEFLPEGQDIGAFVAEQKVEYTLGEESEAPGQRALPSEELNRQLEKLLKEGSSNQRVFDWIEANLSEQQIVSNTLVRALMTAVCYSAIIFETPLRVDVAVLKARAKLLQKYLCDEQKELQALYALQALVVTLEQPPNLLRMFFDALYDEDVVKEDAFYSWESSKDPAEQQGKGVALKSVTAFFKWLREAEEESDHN
14-3-3 Bad PPI = disrupts binding of bovine 14-3-3 zeta to phospho-Bad peptide; AID 781; P63103; TR-FRET 14-3-3zeta/Dy647-pBad peptide displacement, 1 h; inhibition, % at 21.7 µM; 220,000 tested, 0.71% active;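 active = inhibition above about 70%, limit read from the data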;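 note: 0% = full 14-3-3 plus peptide FRET controls and 100% = background without 14-3-3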
* hit, by the source's call; [ ] = remark or other dose.

Sample of the layout (three entries):
For CCCCOC(=O)Nc1sc2nc(C)cc(C)c2c1-n1cccc1 the results were FXIa inh 1536 6, Mdm2 ligase inh -1, Rad51 HR inh -5, hK5 inh -15, Wee1 stabilizer -1, FXIIa inh 16, p97 ATPase inh -5, eIF4E 4G PPI 0[fluorescence artefact?] and 14-3-3 Bad PPI 12.
For COc1cc(=O)n(C)c2c(OCC3OC(C)(C)OC3(C)C)cccc12 (stereo not drawn) the results were FXIa inh 1536 -3, Mdm2 ligase inh 4, Rad51 HR inh -1, hK5 inh -1, Wee1 stabilizer 0, FXIIa inh 2, p97 ATPase inh 0, eIF4E 4G PPI -1 and 14-3-3 Bad PPI -15.
For Cc1ccc2sc(-c3ccc(NC(=O)/C=C\C(=O)O)cc3)nc2c1 the results were FXIa inh 1536 5, Mdm2 ligase inh -19, Rad51 HR inh -5, hK5 inh 6, Wee1 stabilizer 1, FXIIa inh 12, p97 ATPase inh 1, eIF4E 4G PPI 5 and 14-3-3 Bad PPI -2.

The list itself, repeating the preview:
For CCCCOC(=O)Nc1sc2nc(C)cc(C)c2c1-n1cccc1 the results were FXIa inh 1536 6, Mdm2 ligase inh -1, Rad51 HR inh -5, hK5 inh -15, Wee1 stabilizer -1, FXIIa inh 16, p97 ATPase inh -5, eIF4E 4G PPI 0[fluorescence artefact?] and 14-3-3 Bad PPI 12.
For COc1cc(=O)n(C)c2c(OCC3OC(C)(C)OC3(C)C)cccc12 (stereo not drawn) the results were FXIa inh 1536 -3, Mdm2 ligase inh 4, Rad51 HR inh -1, hK5 inh -1, Wee1 stabilizer 0, FXIIa inh 2, p97 ATPase inh 0, eIF4E 4G PPI -1 and 14-3-3 Bad PPI -15.
For Cc1ccc2sc(-c3ccc(NC(=O)/C=C\C(=O)O)cc3)nc2c1 the results were FXIa inh 1536 5, Mdm2 ligase inh -19, Rad51 HR inh -5, hK5 inh 6, Wee1 stabilizer 1, FXIIa inh 12, p97 ATPase inh 1, eIF4E 4G PPI 5 and 14-3-3 Bad PPI -2.
For O=C(CSc1nnc(CNC(=O)C23CC4CC(CC(C4)C2)C3)n1-c1ccc(F)cc1)Nc1ccc(F)cc1 the results were FXIa inh 1536 4, Mdm2 ligase inh -11, Rad51 HR inh 3, hK5 inh -6, Wee1 stabilizer 3, FXIIa inh 12, p97 ATPase inh 4, eIF4E 4G PPI 3 and 14-3-3 Bad PPI -6[fluorescence artefact?].
Screening CCc1nnc2c3cnn(-c4ccccc4)c3ncn12 returned FXIa inh 1536 -5, Mdm2 ligase inh -8, Rad51 HR inh -14, hK5 inh -16, Wee1 stabilizer -2, FXIIa inh -11, p97 ATPase inh -3, eIF4E 4G PPI -9[fluorescence artefact?] and 14-3-3 Bad PPI 6[fluorescence artefact?].
For O=C(Cc1ccccc1)Nc1scc(-c2ccccc2)c1C(=O)N1CCOCC1 the results were FXIa inh 1536 3, Mdm2 ligase inh -15, Rad51 HR inh 4, hK5 inh 4, Wee1 stabilizer 3, FXIIa inh 6, p97 ATPase inh -5, eIF4E 4G PPI 1[fluorescence artefact?] and 14-3-3 Bad PPI -5[fluorescence artefact?].
`O=C(Nc1ccc(-c2nc3cc(Cl)ccc3c(=O)o2)cc1)c1ccco1` gave FXIa inh 1536 7, Mdm2 ligase inh -2, Rad51 HR inh 5, hK5 inh -9, Wee1 stabilizer 7, FXIIa inh 11, p97 ATPase inh 2, eIF4E 4G PPI -3 and 14-3-3 Bad PPI 31[fluorescence artefact?].
For CN1CC(=O)N(CC(=O)Nc2ccc(Cl)c(C(F)(F)F)c2)C1=O the results were FXIa inh 1536 -1, Mdm2 ligase inh -38, Rad51 HR inh -2, hK5 inh -11, Wee1 stabilizer -1, FXIIa inh 11, p97 ATPase inh 2, eIF4E 4G PPI -5 and 14-3-3 Bad PPI -16.
Screening Cc1ccc(-c2nnc(Nc3ccc(C(=O)N(C)C)cc3)c3ccccc23)cc1S(=O)(=O)NC(C)(C)CO returned FXIa inh 1536 1, Mdm2 ligase inh 2, Rad51 HR inh 21, hK5 inh 3, Wee1 stabilizer 5, FXIIa inh 7, p97 ATPase inh 3, eIF4E 4G PPI -3 and 14-3-3 Bad PPI -2.
`O=C(COc1ccc(Cl)cc1Cl)NN=C1c2ccccc2-c2ccccc21` gave FXIa inh 1536 3, Mdm2 ligase inh 2, hK5 inh 4, Wee1 stabilizer -1, FXIIa inh 11, p97 ATPase inh 0, eIF4E 4G PPI -9 and 14-3-3 Bad PPI 37[fluorescence artefact?].
`CC(C)CNC(=O)C(=O)NNC(=O)c1ccco1` gave FXIa inh 1536 -1, Mdm2 ligase inh 10, Rad51 HR inh 4, hK5 inh 1, Wee1 stabilizer -1, FXIIa inh 6, p97 ATPase inh 9, eIF4E 4G PPI 0 and 14-3-3 Bad PPI -11.
Cc1ccc(C(C(=O)NCc2ccc(F)cc2)N(C(=O)c2csnn2)C2CC2)o1 (stereo not drawn) was read as FXIa inh 1536 2, Mdm2 ligase inh -2, Rad51 HR inh 1, hK5 inh -8, Wee1 stabilizer 3, FXIIa inh 13, p97 ATPase inh -6, eIF4E 4G PPI -1 and 14-3-3 Bad PPI 10.
Cc1cc(C)c2c(=O)[nH]c(=O)n(Cc3ccccc3)c2n1 was read as FXIa inh 1536 2, Mdm2 ligase inh -9, Rad51 HR inh 0, hK5 inh 2, Wee1 stabilizer 5, FXIIa inh 5, p97 ATPase inh 2, eIF4E 4G PPI -1 and 14-3-3 Bad PPI 12.
Screening COc1ccc(C(=O)N2CCN(c3c(C)cccc3C)CC2)cc1OC returned FXIa inh 1536 9, Mdm2 ligase inh -16, Rad51 HR inh -6, hK5 inh 15, Wee1 stabilizer -3, FXIIa inh 18, p97 ATPase inh -12, eIF4E 4G PPI 1 and 14-3-3 Bad PPI -9[fluorescence artefact?].
For CCc1nnc(NS(=O)(=O)c2ccc(NC(=O)c3ccccc3)cc2)s1 the results were FXIa inh 1536 0, Mdm2 ligase inh -11, Rad51 HR inh -3, hK5 inh 0, Wee1 stabilizer -4, FXIIa inh 6, p97 ATPase inh -3, eIF4E 4G PPI 5 and 14-3-3 Bad PPI 9.
For Cc1cc(NC(=O)c2ccccc2)nc2c1c(=O)oc1ccccc12 the results were FXIa inh 1536 -1, Mdm2 ligase inh -7, Rad51 HR inh 1, hK5 inh 0, Wee1 stabilizer 2, FXIIa inh 5, p97 ATPase inh 5, eIF4E 4G PPI 1 and 14-3-3 Bad PPI -5.
For CCOc1ccc(C(O)Cc2nc3ccccc3n2C)cc1 (stereo not drawn) the results were FXIa inh 1536 -9, Mdm2 ligase inh -2, Rad51 HR inh 4, hK5 inh -2, Wee1 stabilizer 5, FXIIa inh 1, p97 ATPase inh 0, eIF4E 4G PPI -4 and 14-3-3 Bad PPI -8.
Screening Cc1nonc1C1CCCN1C(=O)c1cc(COc2ccc(F)cc2F)on1 (stereo not drawn) returned FXIa inh 1536 1, Mdm2 ligase inh -4, Rad51 HR inh -9, Wee1 stabilizer 1, FXIIa inh 10, p97 ATPase inh 2, eIF4E 4G PPI 1 and 14-3-3 Bad PPI -6.
For O=C(O)CSCC(=O)NCc1ccc(Cl)cc1 the results were FXIa inh 1536 4, Mdm2 ligase inh -9, Rad51 HR inh 11, hK5 inh -3, Wee1 stabilizer 4, FXIIa inh 8, p97 ATPase inh 3, eIF4E 4G PPI -2 and 14-3-3 Bad PPI -17.
O=C(NCC1CCCO1)c1ccc2nc(N3CCCCC3)sc2c1 (stereo not drawn) was read as FXIa inh 1536 8, Mdm2 ligase inh -32, Rad51 HR inh 9, hK5 inh -6, Wee1 stabilizer 6, FXIIa inh 18, p97 ATPase inh 5, eIF4E 4G PPI -3 and 14-3-3 Bad PPI -4.
For Cc1c(N)cc(C(=O)N2CCOCC2)cc1[N+](=O)[O-] the results were FXIa inh 1536 9, Mdm2 ligase inh -1, Rad51 HR inh 29, hK5 inh -4, Wee1 stabilizer -4, FXIIa inh 16, p97 ATPase inh 6, eIF4E 4G PPI -6 and 14-3-3 Bad PPI -3.
For Cc1ccc(NN2C(=O)C=C(c3ccccc3)C2=O)cc1 the results were FXIa inh 1536 1, Mdm2 ligase inh -2, Rad51 HR inh -15, hK5 inh -3, Wee1 stabilizer -3, FXIIa inh 10, p97 ATPase inh 2, eIF4E 4G PPI 0 and 14-3-3 Bad PPI -10.
`CC1(C(=O)OCC(=O)Nc2cccc(S(=O)(=O)NC3=NCCCCC3)c2)CC1(Cl)Cl` (stereo not drawn) gave FXIa inh 1536 -7, Mdm2 ligase inh 6, Rad51 HR inh -7, hK5 inh -3, Wee1 stabilizer 8, p97 ATPase inh -1, eIF4E 4G PPI 1 and 14-3-3 Bad PPI 1.
Screening CSC1=NC(=O)/C(=C/c2ccc(SC)cc2)S1 returned FXIa inh 1536 -2, Mdm2 ligase inh -17, Rad51 HR inh -8, hK5 inh -8, Wee1 stabilizer -1, FXIIa inh 5, p97 ATPase inh -3, eIF4E 4G PPI 3 and 14-3-3 Bad PPI -5.
`CCOc1cc(/C=C2\C(=O)N(Cc3ccco3)C(C)=C2C(=O)OC)ccc1O` gave FXIa inh 1536 0, Mdm2 ligase inh -1, Rad51 HR inh 7, hK5 inh 1, Wee1 stabilizer 1, FXIIa inh 8, p97 ATPase inh 3, eIF4E 4G PPI -4 and 14-3-3 Bad PPI -6.
`COc1ccc(-c2nn(CCC(=O)O)cc2/C=N/NC(N)=S)cc1` gave FXIa inh 1536 9, Mdm2 ligase inh -9, Rad51 HR inh 1, hK5 inh -5, Wee1 stabilizer 1, FXIIa inh 1, p97 ATPase inh 2, eIF4E 4G PPI -3 and 14-3-3 Bad PPI -5.
Cc1cccc2cc(CN(Cc3cccnc3)C(=O)c3cccs3)c3nnnn3c12 was read as FXIa inh 1536 -1, Mdm2 ligase inh -8, Rad51 HR inh 11, hK5 inh 2, Wee1 stabilizer -2, FXIIa inh 4, p97 ATPase inh 6, eIF4E 4G PPI 2 and 14-3-3 Bad PPI -3.
CCCOc1ccc(N2CC(C(=O)Nc3ccccc3F)CC2=O)cc1 (stereo not drawn) was read as FXIa inh 1536 14, Mdm2 ligase inh -9, Rad51 HR inh 5, hK5 inh -11, Wee1 stabilizer 0, FXIIa inh 20, p97 ATPase inh -1, eIF4E 4G PPI 0 and 14-3-3 Bad PPI -10.
For Cc1cccc(Nc2nc(-c3cccs3)cs2)n1 the results were FXIa inh 1536 5, Mdm2 ligase inh -18, Rad51 HR inh 0, hK5 inh -9, Wee1 stabilizer 18*, FXIIa inh 14, p97 ATPase inh -9, eIF4E 4G PPI -3 and 14-3-3 Bad PPI -2.
